14-3-3 PPI: modulators of human 14-3-3 gamma - Raf peptide interaction; P61981; FP, 14-3-3gamma / TMR-pS259-Raf peptide binding; inhibition, % at 40 µM; 160,000 compounds, 0.19% hits; AID 422; in the data active means inhibition above about 30%;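 further: 0% = protein plus tracer without compound and 100% = blank with tracer alone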
Target sequence (P61981 whole entry, looked up): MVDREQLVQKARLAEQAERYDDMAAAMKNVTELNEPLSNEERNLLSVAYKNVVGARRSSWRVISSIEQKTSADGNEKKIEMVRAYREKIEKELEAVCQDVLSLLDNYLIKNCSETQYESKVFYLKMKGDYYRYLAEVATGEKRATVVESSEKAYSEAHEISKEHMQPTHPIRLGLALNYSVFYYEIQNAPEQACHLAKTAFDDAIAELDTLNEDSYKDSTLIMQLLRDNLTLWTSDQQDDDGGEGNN
* = called active by the depositor; & = joins results of further samples. Some of the compounds tested. The share of hits here may be higher or lower than overall.

SMILES	14-3-3 PPI
CC(C(=O)NCC1CCCO1)n1cccc1C(=O)c1ccccc1 (centres undefined)	-2.4
CCO/C(C)=N/n1c2nc3ccccc3nc2c2c(=O)n(Cc3ccccc3Cl)c(C)nc21	-5.8
CCc1cc(=O)oc2cc(OCc3cc(C(=O)OC)oc3C)ccc12	-7.7
COc1cc(OC)cc(-c2cc3nc(C)c(CCC(=O)O)c(C)n3n2)c1	3.1
O=C(Nc1ccc([N+](=O)[O-])cc1Cl)c1cccc(C(=O)Nc2ccc([N+](=O)[O-])cc2Cl)c1	3.1
CC(=O)Nc1ccc(S(=O)(=O)N(C)CC(=O)NC2=NCCS2)cc1	-3.3
COCCNC(=O)Cn1ccc2ccccc2c1=O	-7.7
CCCCC(=O)Nc1ncc2c(n1)CC(C)(C)CC2=O	5.2&-3.8
COc1cc(OC)cc(C(=O)N2CCN(Cc3ccc4c(c3)OCO4)CC2)c1	-3.0
Cc1nnc(SCc2ccccc2C#N)n1-c1ccccc1	1.9
CC(OC(=O)CNC(=O)c1ccc2c(c1)OCO2)C(=O)NCCC1=CCCCC1 (centres undefined)	-4.9
Cc1ccccc1CN1CCN(CC(=O)NCC2CCCO2)C1=O (centres undefined)	-7.5
Cc1ccccc1N1C(=O)[C@@H]2Cc3ccccc3CN2C1=O	2.1
COc1ccc(-n2c(SCC(=O)Nc3ccc(C)c(C)c3)nc3[nH]ncc3c2=O)cc1	-5.8
NS(=O)(=O)c1ccc(Nc2nc(-c3ccc(O)c(O)c3)cs2)cc1	-14.0
O=C(CSc1nnc(-c2ccccc2Cl)o1)NC1CCCCC1	-1.0
CCc1ccc2c(COC(=O)c3n[nH]c4ccccc34)cc(=O)oc2c1	5.9
O=C(c1cc(-c2ccc(Cl)c(Cl)c2)on1)N1CCN(c2ccccc2)CC1	-0.3
Cc1c(CCC(C)C)c(NCCN(C)C)n2c(nc3ccccc32)c1C#N	-22.0
Fc1ccccc1CCNc1nnnn1-c1ccccc1	0.7
CCn1nnnc1-c1ccc(OC)c(S(=O)(=O)NCc2ccccc2)c1	-0.4
COc1ccc(C2Nc3ccccc3NC3=C2C(=O)CC(c2cccs2)C3)cc1 (centres undefined)	6.1
CC(C)OC(=O)C(C(=O)C(F)(F)F)c1cc(NS(=O)(=O)c2ccc3c4c(cccc24)C(=O)N3)c2ccccc2c1O (centres undefined)	-8.6
CCCN(CCC)S(=O)(=O)c1ccc(C(=O)O)cc1	-1.3
COC(=O)Cc1nc(Nc2ccc(Oc3ccccc3)cc2)c2c(C)c(C)sc2n1	7.3
SMILES	14-3-3 PPI
COc1ccc(N2C(=O)CC(NCc3cccc(F)c3)C2=O)cc1 (centres undefined)	4.2
O=C(CN1C(=O)C2CC=CCC2C1=O)Nc1nc2ccccc2[nH]1 (centres undefined)	-7.4
CCC(C)(Nc1ccc(C)cc1)c1nnnn1-c1c(C)cccc1C (centres undefined)	-1.2
Cc1sc2[nH]c(=S)[nH]c(=O)c2c1C	-5.2
Cc1nc(SCC(=O)Nc2ccnc3ccccc23)n[nH]1	-9.0
Clc1ccc(C2=Nn3c(nnc3-c3cccnc3)SC2)s1	3.2
COc1cc(C2N(c3cc(C)on3)C(=O)C3CCCN32)cc(OC)c1OC (centres undefined)	-6.9
Cc1ccccc1OCc1nnc(SCC(=O)Nc2ccc3c(c2)OCO3)n1C	-1.4
CCC(C)NS(=O)(=O)c1cc(Br)cc2c1N(C(C)=O)CC2 (centres undefined)	-6.3
Clc1ccccc1Cn1nnc2c(NCC3CC3)ncnc21	-10.7
O=P(CN1CCN(CP(=O)(c2ccccc2)c2ccccc2)CC1)(c1ccccc1)c1ccccc1	5.6
CCOC(=O)C1=C(C)N=C2SCCC(=O)N2C1c1ccc(SC)cc1 (centres undefined)	-12.7
O=[N+]([O-])c1ccc(N2CCCC2)cc1NCCCN1CCOCC1	3.5
O=C(Nc1ccc(Cl)cc1C(F)(F)F)c1cc(S(=O)(=O)NCCc2ccccc2)ccc1F	-3.6
O=P1(Nn2cnnc2)C=C(c2ccccc2)OC(c2ccccc2)=C1	0.7
CCC(CO)NC(=O)c1cccc(S(=O)(=O)N2c3ccccc3CC2C)c1 (centres undefined)	0.0
Cc1ccc2c(c1)N(C(C)C(=O)NCc1ccccc1Cl)C(=O)CO2 (centres undefined)	8.2
Cc1nc2ccc(Cl)cc2c(-c2ccccc2)c1C1=NN(C(=O)CCC(=O)O)C(c2cccc(Br)c2)C1 (centres undefined)	1.2
C=CCNC(=O)C1CCN(S(=O)(=O)N2CCCC2)CC1	0.3
COc1cccc(CNC(=O)CCNS(=O)(=O)c2cccc3nonc23)c1	-6.2
Cc1ccc(C)c(C2CC(=O)Nc3cc4c(cc32)OCO4)c1 (centres undefined)	5.5
Fc1cc(Br)ccc1Nc1nc2ccccc2n2nnnc12	4.6
Cc1c(Cl)c([N+](=O)[O-])nn1CCCC(=O)Nc1cccnc1Cl	-3.0
CCOC(=O)n1c(SCC(=O)N(CC)CC)nc2ccccc21	-0.7
CCOC(=O)c1cc(-c2ccccc2)sc1NC(=O)COc1ccccc1[N+](=O)[O-]	-4.8
SMILES	14-3-3 PPI
NS(=O)(=O)c1ccc(CCNC(=O)C2CCCN(S(=O)(=O)c3cccc4nonc34)C2)cc1 (centres undefined)	-99.7
CCOC(=O)Cn1nc([N+](=O)[O-])c([N+](=O)[O-])c1C	-3.3
COc1ccccc1N1C(=O)c2cc([N+](=O)[O-])cc3cc([N+](=O)[O-])cc(c23)C1=O	-244.9
CCC(=O)N1c2ccc(S(=O)(=O)N3CCOCC3)cc2CC1C (centres undefined)	-11.3
CC1(C)Cc2nc3nc(SCC(=O)c4ccccc4)n(-c4ccccc4)c(=O)c3cc2CO1	10.5
CSC1=NCCN1C(=O)C(C)(C)Oc1ccc(Cl)cc1	0.3
CCCCc1ccc(CC(=O)O)cc1	-1.7&-0.3
Cc1onc(-c2ccccc2)c1C(=O)NC(C)C	1.9
COc1ccc(-c2cc(N)n(S(=O)(=O)Cc3ccccc3)n2)c(OC)c1	-0.1
COc1ccc(OC)c(S(=O)(=O)N2CCCCC2C(=O)O)c1 (centres undefined)	-4.6
Cc1cccc(N2CCN(c3cccc(C)c3)C2c2ccco2)c1	-5.0
Cc1cc(N2CCC(C)CC2)nc2ccc(NC(=O)CCC(=O)N3CCN(c4cccc(C(F)(F)F)c4)CC3)cc12	-12.1
CCC(C)NC(=O)c1ccccc1C(=O)NC(C)CC (centres undefined)	-4.7
CCOC(=O)c1sc(=S)n(-c2ccccc2Br)c1N	-13.7
CCOC(=O)c1c(C)nc2ncccn12	-6.2
Cc1ccc(NC(=O)c2nnn(CC(=O)Nc3ccccc3)c2N)cc1C	-4.0
Nc1nc(CSc2nc3ccccc3[nH]2)cs1	-5.0
CCOC(=O)c1sc2nc(CC(=O)OC)nc(Nc3ccc(F)cc3)c2c1C	-6.6
CC(=O)C(c1ccccc1)C(C#N)(C#N)C(C#N)C#N (centres undefined)	66.5*
O=C1C2C3C=CC(C3=C3CCCCC3)C2C(=O)N1c1ccccc1 (centres undefined)	5.4
O=C(NC1CCCC1)C1CCC(Cn2c(=S)[nH]c3ccccc3c2=O)CC1 (centres undefined)	-4.5
CC(C)c1nnc(NC(=O)CSc2nc3ccccc3s2)s1	-1.9&-0.4
Cc1ccc(N(Cc2cc(=O)[nH]c3ccccc23)C(=O)c2ccco2)cc1	-6.4
COn1cnnc1-c1ccccc1	-6.1
O=[N+]([O-])c1ccc(-c2cn(-c3ccccc3)c(=S)[nH]2)cc1	-14.6
SMILES	14-3-3 PPI
COC(=O)C1=C(C)OC(N)=C(C#N)C1C1CCCCC1 (centres undefined)	2.4
COc1ccc(NC(=O)C2CCCN2C(=O)NC2CCCCC2)cc1OC (centres undefined)	-9.1
Oc1ccc(-c2nc(-c3ccccc3)c(-c3ccccc3)[nH]2)cc1	-2.3
Cn1c(COc2ccc(Cl)cc2)nc2ccccc2c1=O	-7.8&-84.8
O=C(NCc1ccco1)c1cc(-c2ccc(Br)s2)nc2ccccc12	-7.9
Cc1ccc(NS(=O)(=O)c2ccc([N+](=O)[O-])cc2)nc1	-1.0
COCCOC(=O)C1=C(C)NC2=C(C(=O)CC(c3ccccc3Cl)C2)C1c1cccs1 (centres undefined)	-39.3
CCOC(=O)c1sc2nc3n(c(=O)c2c1C)N=C(c1cc2ccccc2oc1=O)CS3	-4.5
COc1ccc(C2CC(C(F)(F)F)n3nc(C(=O)Nc4ccc5c(c4)OCO5)cc3N2)cc1 (centres undefined)	-13.1&0.6
C=CCOc1ccc(/C(O)=C2\C(=O)C(=O)N(Cc3cccnc3)C2c2ccccc2F)c(C)c1 (centres undefined)	-5.7
OCCCn1c(-c2ccc(Br)cc2)csc1=Nc1ccc(Cl)cc1	5.7
CCC(C)NC(=O)C1CC(c2cccc(OC)c2)=NO1 (centres undefined)	-2.0
Cc1cccc(C(=O)N2CCCc3ccccc32)c1	-13.4
COC(=O)C(C)Sc1nnc(-c2c[nH]c3ccccc23)n1C (centres undefined)	-4.4
CSc1cccc(NC(=O)C2c3ccccc3C(=O)N3CCc4ccccc4C23)c1 (centres undefined)	-1.5
Cn1cc(S(=O)(=O)CC(=O)Nc2ccccc2)c2ccccc21	0.7
CCCCNC(=O)c1ccc(CS(=O)(=O)c2cccc(C(F)(F)F)c2)o1	-7.9
Cc1ccc(OCCNC(=O)c2ccco2)cc1C	-1.5
Cc1c(Cl)cccc1NC(=O)c1cc(S(=O)(=O)NCc2ccc(F)cc2)ccc1F	-10.9
COc1ccc(C2CC(=O)C3=C(C2)NC(C)=C(C(=O)Nc2ccc(C)cc2)C3c2coc3ccccc3c2=O)cc1OC (centres undefined)	-5.7
Nc1nc(N)nc(-c2ccccc2)n1	-1.4&-4.5
COc1ccc(N2CCN(C(=O)C(C)(C)Oc3ccc(Cl)cc3)CC2)cc1	-2.0
O=c1[nH]c2cc3n[nH]nc3cc2[nH]1	-0.8
COCC(C)Nc1ncnc(N)c1[N+](=O)[O-] (centres undefined)	6.8
CCCCOC(=O)C1=C(C)NC2=C(C(=O)CC(C)(C)C2)C1c1ccccc1OC (centres undefined)	-4.2

In another format: five of the compounds above
SMILES,14-3-3 PPI
O=C(NCc1ccco1)c1cc(-c2ccc(Br)s2)nc2ccccc12,-7.9
Cc1c(Cl)cccc1NC(=O)c1cc(S(=O)(=O)NCc2ccc(F)cc2)ccc1F,-10.9
CCOC(=O)c1sc2nc3n(c(=O)c2c1C)N=C(c1cc2ccccc2oc1=O)CS3,-4.5
CCCCOC(=O)C1=C(C)NC2=C(C(=O)CC(C)(C)C2)C1c1ccccc1OC (centres undefined),-4.2
COc1ccc(N2CCN(C(=O)C(C)(C)Oc3ccc(Cl)cc3)CC2)cc1,-2.0

Next section
SMILES	14-3-3 PPI
CCCCCCCNC(=O)c1ccco1	-9.4
Cc1occc1C(=O)N1CCN(c2ccc(Cl)c(Cl)c2)CC1	-11.3
O=C(CSc1nnc(-c2ccccc2Cl)n1Cc1ccco1)Nc1ccc2c(c1)OCCO2	-0.6
O=C(CCCCCn1c(=O)[nH]c2ccsc2c1=O)NCc1ccccc1	-3.1
O=C(C(Cc1ccccc1)N1C(=O)C2C3C=CC(C3)C2C1=O)N1CCCCCC1 (centres undefined)	1.4
O=[N+]([O-])c1cccc(OCc2cn3cccnc3n2)c1	-11.0
COC(=O)C(NC(=O)Nc1sc2c(c1C#N)CCCC2)(Oc1ccc(F)cc1)C(F)(F)F (centres undefined)	-49.5
CC(=O)c1ccc(NC(=O)CNS(=O)(=O)c2cccs2)cc1	-18.7
O=C(Cn1c(=O)oc2ccccc21)Nc1ccc(S(=O)(=O)N2CCCCC2)cc1	-3.5
COc1ccc(OCc2cccc(C(=O)O)c2)cc1	-0.9
CC(C)Cn1c(=O)c(C2=NS(=O)(=O)c3ccccc3N2)c(O)c2ccccc21	-10.3
O=C(COc1ccc(-n2cnnn2)cc1)NC1CCCCC1	-8.5
CC1=C(C(=O)Nc2cc(C)ccn2)C(c2ccsc2)C2=C(CCCC2=O)N1 (centres undefined)	-14.7
CC(C)C(=O)Nc1ccccc1N1CCN(S(C)(=O)=O)CC1	-12.2
N#Cc1ccc(Oc2cccnc2)cc1C#N	-0.6
COc1ccc(CCNc2ncnc3c2cnn3-c2ccc(C)cc2C)cc1OC	-9.6
CN1CCN(c2ncnc3c2cnn3-c2ccc(Cl)cc2)CC1	-1.8
COc1ccc(OC)c(S(=O)(=O)NCc2ccccc2OC)c1	-2.2
Cc1sc2ncn(CC(=O)N3CCN(c4ccccc4)CC3)c(=O)c2c1S(=O)(=O)N1CC(C)CC(C)C1 (centres undefined)	-14.3
CC1CCCCC1Nc1nc(-c2ccc([N+](=O)[O-])cc2)nc2ccccc12 (centres undefined)	3.1
S=c1[nH]nc(CSCc2ccccc2Cl)n1-c1ccccc1	4.1
CCCc1cc(=O)[nH]c(SCC(=O)c2cc(C)n(C(C)COC)c2C)n1 (centres undefined)	-8.0
COc1ccc(NC(=O)CN(c2ccc(C)cc2)S(=O)(=O)c2ccc(OC)cc2)cc1	-5.5
Cc1ccc(C)c(Oc2coc3cc(OC(=O)C(C)(C)C)ccc3c2=O)c1	-5.5
O=C1CS/C(=N\c2nccs2)N1	-189.1
SMILES	14-3-3 PPI
Cc1ccc(C(=O)N2CCCC2)cc1S(=O)(=O)Nc1ccccc1	-3.6
CC(=O)C1=C(O)C(=O)OC12C(=O)c1ccccc1C2=O	-6.8
CCOC(=O)C1CCN(CC(=O)Nc2c(C(=O)OC)n(C)c3cccc(C)c23)CC1	-1.9
CCOC(=O)C1=C(N)OC2=C(C(=O)CC(c3ccccc3)C2)C1c1cccs1 (centres undefined)	-5.0
O=C(Nc1ccc(-c2cn3ccsc3n2)cc1)C1COc2ccccc2O1 (centres undefined)	-9.9
COc1cccc(OCc2nc3ccccc3[nH]2)c1	-4.0

14-3-3 PPI: hit marks shown above
SMILES	14-3-3 PPI
CC(=O)C(c1ccccc1)C(C#N)(C#N)C(C#N)C#N (centres undefined)	66.5*

In a second layout: entries from further up.
CCOC(=O)C1CCN(CC(=O)Nc2c(C(=O)OC)n(C)c3cccc(C)c23)CC1
  14-3-3 PPI = -1.9

CCOC(=O)C1=C(N)OC2=C(C(=O)CC(c3ccccc3)C2)C1c1cccs1 (centres undefined)
  14-3-3 PPI = -5.0

O=C(Nc1ccc(-c2cn3ccsc3n2)cc1)C1COc2ccccc2O1 (centres undefined)
  14-3-3 PPI = -9.9

COc1cccc(OCc2nc3ccccc3[nH]2)c1
  14-3-3 PPI = -4.0

Bioassay records: PubChem, Emory University Molecular Libraries Screening Center
